yeast bub3 – NCI yeast anticancer drug screen, S. cerevisiae bub3 mutant strain; growth inhibition, % at 50 µM; 78,000 tested, 9.9% active;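 further: 0% = growth of vehicle-only cultures of the same strain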
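Steps: expose the mutant yeast strain to compound; grow alongside vehicle-treated cultures; measure growth; express inhibition against the vehicle cultures.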
yeast rad50 – NCI yeast anticancer drug screen, S. cerevisiae rad50 strain. growth inhibition, % at 50 µM. 79,000 tested, 10% active;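 further: 0% = growth of vehicle-only cultures of the same strain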
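Readout: growth inhibition relative to vehicle-treated cultures. Compound exposure was carried out in a genetically defined yeast strain deficient in DNA damage repair.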
cln2 rad14 – NCI yeast anticancer drug screen, S. cerevisiae cln2 rad14 strain | 78,000 tested, 8.3% active | % growth inhibition at 50 µM;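 further: 0% = growth of vehicle-only cultures of the same strain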
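Relative to vehicle controls, growth inhibition of compound-treated cln2 rad14 yeast was recorded.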
sgs1 mgt1 – NCI yeast anticancer drug screen, S. cerevisiae sgs1 mgt1 strain; 78,000 tested, 10% active; growth inhibition, % at 50 µM; AID 161;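 further: 0% = growth of vehicle-only cultures of the same strain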
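Percent growth inhibition was derived by comparing compound-exposed mutant yeast with vehicle-exposed cultures. The strain carries alterations in DNA damage repair.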
mec2-1 – NCI yeast anticancer drug screen, S. cerevisiae mec2-1 strain; AID 157; % growth inhibition at 50 µM; 79,000 tested, 9% active;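 further: 0% = growth of vehicle-only cultures of the same strain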
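Yeast mec2-1 mutant treated with compound. Readout: growth inhibition vs vehicle controls.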
yeast mlh1 rad18 – NCI yeast anticancer drug screen, S. cerevisiae mlh1 rad18 strain | growth inhibition, % at 50 µM | 79,000 tested, 11% active | AID 175;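 further: 0% = growth of vehicle-only cultures of the same strain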
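In this whole-cell yeast screen, a strain with altered DNA damage repair is challenged with compound, and its growth is measured against matched vehicle-treated controls.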
* marks the source's active call; other numbers are inactive results; . = no result given; & = joins results of further samples; ! = repeats disagree. No stated cut-off is given here; in the data, active means growth inhibition above about 70%; inactive means the rest.

SMILES	yeast bub3	yeast rad50	cln2 rad14	sgs1 mgt1	mec2-1	yeast mlh1 rad18
Cc1c(C(=O)C/C(=N/NC(=O)C[N+](C)(C)C)C(=O)Nc2ccc(Cl)cc2)[n+](=O)c2ccccc2n1O	-1	-2	18	-30	8	1
Cc1ccccc1-c1nc2cc(Cl)ccc2c(=O)o1	.	-4	.	.	-27	7
CN(C)C1(C(=O)O)c2ccccc2-c2ccccc21	16	10	-3	22	11	-3
O=c1c([N+](=O)[O-])c[nH]c2cc(Cl)ccc12	12&-6	6&-38	36&0	8&-19	-2&2	16&-34
CN(C)c1ccc(CC2Cc3ccccc3C2O)cc1 (stereo not given)	12	7	-12	10	-7	6
OC(CN1CCc2ccccc2C1)c1ccccc1 (stereo not given)	39	42	27	49	8	36
CCCCCCCCCOc1ccc2ccccc2c1	-15	-17	-18	22	16	-4
CC(NC(=O)C(C)(C)C)c1ccc(-c2ccccc2)cc1 (stereo not given)	2	12	13	9	30	11
COC(=O)CC1(O)C(/C=C/c2ccccc2)C(C(=O)OC)C(=O)C(C(=O)OC)C1C(=O)OC (stereo not given)	74*	39	-1	48	50	85*
CC1(C)C2CC=C(/C=N\Nc3ccc([N+](=O)[O-])cc3[N+](=O)[O-])C1C2 (stereo not given)	-12	-2	-3	-2	2	-12
CN(C)CC(=O)OCC[N+](C)(C)C	15	-22	56	-13	-15	-16
COC1OC2COC(c3ccccc3)OC2C(NC(=S)SCc2ccccc2)C1O (stereo not given)	99*	99*	99*	99*	99*	99*
CC(C)CC(=O)NC(Nc1ccc(S(=O)(=O)Nc2ncccn2)cc1)(C(F)(F)F)C(F)(F)F	-6	-3	21	14	-10	7
C=CCN(CC=C)c1nc(N)c2ccc(Cl)cc2n1	-11	-8	-52	-7	-8	-6
OCCSC1CCCCC1	-16	12	0	-2	6	2
OCc1ccn2c1C(O)CC2 (stereo not given)	1	-23	-3	-33	-20	-32
CNC(=O)N/N=C/c1ccc([N+](=O)[O-])o1	34	65	12	70*	39	72*
CCn1c(=O)c(C(C)=O)cc2c(=O)c3c(ccc4ccccc43)oc21	-13	-23	-13	-13	-18	-20
CCOC(=O)CCC(=O)N(CC)CC	-11	9	10	16	17	-13
Cc1nc2ccccc2nc1NNc1ccccc1	74*	81*	-12	36	42	57
CC(C)=CCc1c(O)ccc2ccc(=O)oc12	7	22	18	10	20	29
COc1ccc([N+](=O)[O-])cc1NC(=O)CCCCCCCCC(=O)Nc1cc([N+](=O)[O-])ccc1OC	-6	-7	-20	-13	1	-19
COc1ccccc1/C=C1\C(=O)Nc2ccc([N+](=O)[O-])cc21	-1	16	6	-11	13	-8
O=[N+]([O-])c1cc(-n2cnc3c(Cl)ncnc32)ccc1CCCl	1	19	3	-9	4	-8
CC[N+]1(C)CCC(O)(c2ccc(C)cc2)C(C(=O)c2ccc(C)cc2)C1 (stereo not given)	-13	-12	18	-10	-11	0
(more compounds)
SMILES	yeast bub3	yeast rad50	cln2 rad14	sgs1 mgt1	mec2-1	yeast mlh1 rad18
CC1(C)CC(O)C2OC2C1 (stereo not given)	17	-9	18	-22	-5	0
Cc1c2ccccc2cc2c1ccc1cccc(F)c12	79*	84*	24	81*	48	59
CSc1ccc(N2C(=O)C3c4[nH]c5ccccc5c4C4CCC(C(C)(C)C)CC4C3C2=O)cc1 (stereo not given)	-25	-31	-27	2	-26	-3
CS(=O)(=O)CC(O)(c1ccc(Cl)cc1)c1ccccn1 (stereo not given)	-1	12	-22	-7	1	4
C/C=C(/C)c1cccc(OCc2ccccc2)c1OCc1ccccc1	-17	-19	-22	-6	9	-7
COc1cc(/C=C(\C#N)C(=O)c2ccccc2)ccc1OCc1ccccc1	-27	-1	1	-15	-19	-18
O=[N+]([O-])c1ccc2nc(=S)[nH]n2c1	-7	59	-8	24	24	46
Nc1cncc(Br)c1NCCc1ccccc1	8	19	-17	-6	1	-1
CS(=O)(=O)OC1CCCSc2ccccc21 (stereo not given)	17	9	-8	-14	2	-25
O=C(CC(c1ccccc1)N1CCCCC1)OC1c2ccccc2-c2ccccc21 (stereo not given)	70	70*	54	56	9	56
CC(C)C(=O)OC1CCCCC1Cc1ccccn1 (stereo not given)	24	21	-17	29	-3	-7
CCOC(=O)NC(C(F)(F)F)(C(F)(F)F)P(=O)(OC(C)C)OC(C)C	4	-23	31	-12	-12	2
COc1cc(\C=N/N=C/C=C/c2ccccc2)cc(OC)c1OC	38	1	-11	8	42	16
N=C(N)SCCc1cn2ccccc2n1	-16	-5	4	-17	-46	1
O=C1c2cccc(O)c2C(=O)c2cccc(O)c21	30&6	33&21	-24&12	83*!	23&12	77*!
O=C(CP(=O)(c1ccccc1)c1ccccc1)c1cccc(C(=O)CP(=O)(c2ccccc2)c2ccccc2)c1	-21	-6	-16	-7	-10	-2
C[C@]12CC[C@@H]3c4ccc(O)cc4CC[C@H]3[C@@H]1CC[C@@H]2NCCCCCCO	-6	15	-13	34	49	-3
CN(C)CC(=O)Nc1nc(-c2ccc(Cl)cc2)cs1	16	-5	11	22	-20	5
OCC1OC(Nc2ccccc2O)C(O)C(O)C1O (stereo not given)	.	42	.	.	16	26
OC(Cc1ccccc1)(c1ccccc1)C(O)(Cc1ccccc1)c1ccccc1 (stereo not given)	74*	85*	86*	78*	78*	87*
CC(C)(C)SC(=S)S	-2	1	-2	-2	-13	1
Cc1ccc(/C(O)=C/c2nc3ccccc3s/c2=N/CS(=O)(=O)c2ccc(C)cc2)cc1	-25	17	9	-8	9	-28
Cc1ccc(C)c2c1C(=O)c1ccccc1C2(O)C#Cc1ccccc1 (stereo not given)	32	28	21	29	1	23
CC1CCOC(=O)C1 (stereo not given)	0	-13	42	5	-11	-13
O=C(COc1ccccc1)Oc1c(Cl)c(Cl)c(Cl)c(Cl)c1Cl	98*	94*	96*	96*	98*	98*
Continuation:
SMILES	yeast bub3	yeast rad50	cln2 rad14	sgs1 mgt1	mec2-1	yeast mlh1 rad18
Cc1ncc([N+](=O)[O-])n1CCNS(=O)(=O)CCCn1ccnc1[N+](=O)[O-]	-18	-5	-26	-19	-17	-59
O=C(Nc1cccc(F)c1)Oc1ccc(OCc2ccccc2)cc1	18	4	9	10	7	16
CCOc1ccc2c(c1)[n+]([O-])c(-c1ccccc1)c(N)[n+]2[O-]	99*	99*	99*	99*	99*	99*
CCOC(=O)N/N=C(/OCC)c1ccccc1	14	10	6	-7	3	6
COc1cccc2c1C(=N)c1c(O)c3c(c(O)c1C2=O)C[C@@](O)(C(C)=O)C[C@@H]3OC1CC(N)C(O)C(C)O1 (stereo not given in full)	-4	42	34	-12	-26	14
NCCCCC(N)C(=O)NCCNc1ccc(NCCNC(=O)C(N)CCCCN)c2c1C(=O)c1ccccc1C2=O (stereo not given)	-22	12	-5	1	7	-19
CCC(=O)C(CC)(c1ccc(OC(C)=O)cc1)c1ccc(OC(C)=O)cc1	35	-20	15	53	-1	-2
CCOC(=O)c1c(-c2ccc(OC)cc2)ccn1C	41	30	15	43	1	32
COc1cc(NS(=O)(=O)c2ccc(N)cc2)c2ncccc2c1	4	1	-17	9	23	3
NC(CC1C=CC=CC1)C(=O)O (stereo not given)	-4	1	-6	8	3	-5
COc1ccc2c3c([nH]c2c1)C1CC2C(CC(O)C(OC)C2C(=O)O)CN1CC3 (stereo not given)	0	-6	15	-2	-24	-5
C/C(CC(=O)Nc1cccc([N+](=O)[O-])c1)=N\NC(=O)CC#N	-8	-3	12	1	-13	2
NC(=O)Nc1ccc([N+](=O)[O-])cc1	-12	5	-52	-3	-3	2
Nc1ccc(C(F)(F)F)cc1[N+](=O)[O-]	4&-35	12&-33	10&-44	12&-50	6&-20	9&-22
CCC(CC)COC(=O)c1ccc(C(C)C)cc1	3	4	-21	2	13	2
C[Si](C)(C)/C=C\CCNC=O	3	2	22	21	-2	5
O=C(NNC1=NCCCCN1)Nc1ccc(Cl)cc1	17	21	7	26	7	6
CCCCN(CC)CCNc1cc(C)nc(/N=C(\N)Nc2ccc(Cl)c(Cl)c2)n1	77*	96*	29	96*	85*	92*
C/C(=N\O)c1ccccc1	-3&8	19&-11	-13&3	13&-4	-6&-20	14&-20
CCOC(=O)c1ccc(/C(C)=N/NC(N)=S)cc1	5	7	15	21	4	-10
CCCCc1ccc(-n2c(C)c(COC(=O)NC)c(COC(=O)NC)c2C)cc1	86*	91*	82*	88*	93*	91*
O=[N+]([O-])c1cccc(N=C(c2ccccc2)N(O)c2ccccc2)c1	11	2	32	1	-19	16
O=[N+]([O-])c1ccc(N2CCCCC2)cc1	-2	0	-8	-9	-1	-1
Cc1cccc(NC(=O)C(=O)C(C2OC(=O)c3ccccc32)[N+](=O)[O-])c1C (stereo not given)	88*	85*	90*	88*	87*	83*
CCOC(=O)CCc1ccc(OC)c(OC)c1	17	-10	39	23	23	-5
The list continues:
SMILES	yeast bub3	yeast rad50	cln2 rad14	sgs1 mgt1	mec2-1	yeast mlh1 rad18
CCOC(=O)c1ccc(NC(=S)NC(=O)c2cccc([N+](=O)[O-])c2)cc1	15	-3	-13	16	7	15
CCCCCCCCCCCCCCCCCN(C)C(=O)OCC	-7	23	-114	-56	-62	-31
O=C(CCl)N1CCN(C(c2ccccc2)c2ccccc2)CC1	96*	95*	81*	98*	86*	97*
CCCC(=O)NC(Nc1ccc(S(=O)(=O)Nc2ccc(OC)nn2)cc1)(C(F)(F)F)C(F)(F)F	-17	2	0	-1	-19	-9
O=C1C=CC(=O)N1c1ccnc(N2C(=O)C=CC2=O)c1	12	21	-7	6	-2	10
CC(=O)NN1C2=CCCCC2=NC(C#N)=C1N	-18	1	-3	-16	-25	12
COc1ccc2c(c1)OCCN(C)OC2c1ccccc1 (stereo not given)	11	-8	0	-10	-5	-2
CCN1CCC(O)(/C=C/c2ccccc2)C(C(=O)/C=C/c2ccccc2)C1 (stereo not given)	99*	98*	85*	98*	98*	96*
CC(C)Cc1cc(-c2cc(CC(C)C)nc(N)n2)nc(N)n1	-20	-13	-33	-7	-16	-14
CCc1cccc2c1NC(=O)C2(C)O (stereo not given)	-21	-24	-10	-17	-14	-7
COC(=O)CCN(C)c1ccccc1	4	-5	-8	-4	-1	-8
NC(=O)C1CC(O)CC(C(N)=O)O1 (stereo not given)	-2	-7	3	-10	8	-24
COc1cc(C(=O)N2CCOC23CCN(Cc2ccccc2)CC3)cc(OC)c1OC	-7	-2	13	-8	-31	3
CC1(C)CC23C(=O)N(c4ccccc4)C(=Nc4ccccc4)NC2=CC(C#N)=C(C#N)C3O1 (stereo not given)	1	3	24	5	-4	-16
O=C1Cc2ccccc2C(=O)O1	-5	26	-22	2	-16	16
O=C(OC(=Nc1ccccc1)N(c1ccccc1)c1ccccc1)c1ccccc1	0&5	21&13	-2&18	-16&13	13&4	13&2
Cc1cc[n+](CC(=O)c2ccc(F)cc2)cc1	4	-25	-17	-8	-28	9
C=CC(C)n1[nH]c(=O)n(-c2ccc(O)c([N+](=O)[O-])c2)c1=O (stereo not given)	25	24	44	18	19	29
CCCCC(NC(=O)OCc1ccccc1)C(=O)NC(CC(C)C)C(=O)O (stereo not given)	-3	6	-34	-2	-3	22
C#CCOCC(CCl)OC(=O)Nc1ccccc1 (stereo not given)	15	15	12	12	47	84*
COc1cc2c(cc1OC)C(Cc1c3ccccc3cc3ccccc13)N(C)CC2 (stereo not given)	58	16	62	93*	15	99*

In the list so far, these have a Cl atom.
SMILES	yeast bub3	yeast rad50	cln2 rad14	sgs1 mgt1	mec2-1	yeast mlh1 rad18
Cc1c(C(=O)C/C(=N/NC(=O)C[N+](C)(C)C)C(=O)Nc2ccc(Cl)cc2)[n+](=O)c2ccccc2n1O	-1	-2	18	-30	8	1
Cc1ccccc1-c1nc2cc(Cl)ccc2c(=O)o1	.	-4	.	.	-27	7
O=c1c([N+](=O)[O-])c[nH]c2cc(Cl)ccc12	12&-6	6&-38	36&0	8&-19	-2&2	16&-34
C=CCN(CC=C)c1nc(N)c2ccc(Cl)cc2n1	-11	-8	-52	-7	-8	-6
O=[N+]([O-])c1cc(-n2cnc3c(Cl)ncnc32)ccc1CCCl	1	19	3	-9	4	-8
CS(=O)(=O)CC(O)(c1ccc(Cl)cc1)c1ccccn1 (stereo not given)	-1	12	-22	-7	1	4
CN(C)CC(=O)Nc1nc(-c2ccc(Cl)cc2)cs1	16	-5	11	22	-20	5
O=C(COc1ccccc1)Oc1c(Cl)c(Cl)c(Cl)c(Cl)c1Cl	98*	94*	96*	96*	98*	98*
O=C(NNC1=NCCCCN1)Nc1ccc(Cl)cc1	17	21	7	26	7	6
CCCCN(CC)CCNc1cc(C)nc(/N=C(\N)Nc2ccc(Cl)c(Cl)c2)n1	77*	96*	29	96*	85*	92*
O=C(CCl)N1CCN(C(c2ccccc2)c2ccccc2)CC1	96*	95*	81*	98*	86*	97*
C#CCOCC(CCl)OC(=O)Nc1ccccc1 (stereo not given)	15	15	12	12	47	84*

Source: PubChem BioAssay (NCI)
